# Screening results as filed in PubChem.
# CRE Fsk mod = alters forskolin-stimulated CRE reporter signaling in CHO cells; CHO CRE-bla reporter (cAMP response element driving beta-lactamase), forskolin EC10, beta-lactamase ratio; AID 662; Potency, µM (highest dose often 38.2 µM), without a hit: at the top dose activity change, negative = inhibition, usual class: activators; actives 2.5% (n = 71,000); active = well fitted activation curve with a large enough effect in the signal ratio, with a control signal flat, not every such curve was filed as active; inconclusive = small, poorly fitted or top-dose-only effect, or effect the other way, or a change in a side signal; the % refers to the signal ratio; also: potency is read from the fitted curve at half-maximal effect; % of control where 0% means no effect
#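 The 460nm/530nm emission ratio after CCF4 loading defined %Activity, from which AC50 values were obtained. CRE-bla CHO cells received compound dilution series together with an EC10 level of NKH 477 for 3 hours at 37 degrees Celsius.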
# Luciferase inh = blocks Photinus pyralis firefly luciferase activity; purified firefly luciferase, luminescence, 8 min; P08659; Potency, µM (top dose mostly 57.1 µM), inactives show at the top dose activity change, negative = inhibition, usual class: inhibitors; actives 2.2% (n = 72,000); also: potency is read from the fitted curve at half-maximal effect; % is scaled to controls: 0 for no effect and ±100 for the full control effect; nearly all actives have a fitted effect of over 40% in size
#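 qHTS concentration-response profiling: light output of P. pyralis luciferase with luciferin and 10 uM ATP, imidazole buffer pH 7.2. Read by luminescence after 8-min room-temperature incubation.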
# Casp7 inh = allosteric or competitive inhibitors of human caspase-7 | P55210 | recombinant caspase-7, Ac-DEVD-AFC fluorescence rate | Potency, µM (top dose mostly 57.5 µM), for the others: at the highest dose activity change, negative = inhibition, usual class: inhibitors | actives 0.02% (n = 75,000); active = well fitted inhibition curve with a large enough effect in the main read-out, with a control signal flat, not every such curve was filed as active; inconclusive = small, poorly fitted or top-dose-only effect, or a change in a side signal; also: potency is read from the fitted curve at half-maximal effect; % of control where 0% means no effect
# Tau fil binding = binds recombinant human tau filaments | actives 2% (n = 71,000) | Potency, µM (highest dose often 57.1 µM), for the others: at the top dose activity change, negative = inhibition | recombinant tau filaments, thioflavin S fluorescence, 15 h; filaments grown with octadecylsulfate alongside compound | P10636;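 also: potency is read from the fitted curve at half-maximal effect; % is scaled to controls: 0 for no effect and ±100 for the full control effect; actives lower thioflavin S fluorescence by blocking filaments or displacing dye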
# Target sequence (P10636 whole entry, looked up): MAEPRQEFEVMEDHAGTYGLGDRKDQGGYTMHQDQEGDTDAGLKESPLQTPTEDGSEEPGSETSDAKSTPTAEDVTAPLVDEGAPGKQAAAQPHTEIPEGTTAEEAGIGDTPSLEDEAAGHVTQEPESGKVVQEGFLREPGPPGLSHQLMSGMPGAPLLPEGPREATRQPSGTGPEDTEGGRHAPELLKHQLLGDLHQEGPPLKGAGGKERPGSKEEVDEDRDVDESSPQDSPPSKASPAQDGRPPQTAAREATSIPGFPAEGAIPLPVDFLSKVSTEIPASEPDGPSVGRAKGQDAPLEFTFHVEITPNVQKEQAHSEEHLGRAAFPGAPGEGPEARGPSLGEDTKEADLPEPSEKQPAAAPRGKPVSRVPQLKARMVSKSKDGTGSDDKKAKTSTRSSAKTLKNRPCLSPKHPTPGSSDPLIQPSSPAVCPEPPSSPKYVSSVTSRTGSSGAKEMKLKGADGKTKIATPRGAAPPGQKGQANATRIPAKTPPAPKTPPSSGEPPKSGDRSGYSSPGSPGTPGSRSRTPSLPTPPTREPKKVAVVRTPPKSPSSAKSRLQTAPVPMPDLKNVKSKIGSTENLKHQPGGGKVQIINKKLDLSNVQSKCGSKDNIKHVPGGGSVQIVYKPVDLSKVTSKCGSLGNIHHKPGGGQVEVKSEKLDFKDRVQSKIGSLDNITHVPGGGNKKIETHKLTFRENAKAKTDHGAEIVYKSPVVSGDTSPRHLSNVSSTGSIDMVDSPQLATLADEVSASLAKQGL
#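 Read-out: ThS fluorescence, 450 nm excitation/510 nm emission; lower signal marks blocked filament formation or displaced dye. Tau at 1 uM with 30 uM ODS, 10 uM ThS, 5 mM DTT, 100 mM NaCl, 10 mM HEPES pH 7.4; 15 h, 37 C.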
# BRCT PPI red = disrupts BRCA1 BRCT binding to phosphoprotein, red fluorophore readout. P38398. actives 0.03% (n = 75,000). BRCT-phosphopeptide binding, red fluorescence polarization. Potency, µM (doses to about 76.9 µM), for the others: at the top dose activity change, negative = inhibition, most hits filed as inhibitors; also: % is scaled to controls: 0 for no effect and ±100 for the full control effect
#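 Fluorescence polarization: 100 nM His-tagged BRCA1 BRCT with 100 nM TAMRA-labelled phospho-BACH1 decapeptide, phosphate buffer pH 7.3 with 150 mM NaCl, DTT, 0.01% Tween 20; 12 min RT. Binding inhibition seen as FP decrease.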
# ERK AVP inh = blocks ERK signaling stimulated by vasopressin | HEK293-V1b, vasopressin-stimulated pERK AlphaScreen | Potency, µM (doses to about 57.5 µM), for inactives: at the highest dose activity, negative = inhibition, actives largely listed as inhibitors | actives 0.99% (n = 72,000); also: potency is read from the fitted curve at half-maximal effect; % is scaled to controls: 0 for no effect and ±100 for the full control effect; nearly all actives have a fitted effect of over 55% in size
#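 Overnight-seeded V1b-HEK293 cells in 1% FBS got compound, then vasopressin (25 nM final, 5 min, 37C), then lysis buffer. AlphaScreen detection of phospho-ERK; activity normalized to basal and full-stimulation controls.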
# A350 fluor = compound fluoresces in the Alexa 350 spectral region; Compound autofluorescence, 340/450 nm, Alexa 350 dye-equivalents; stronger effect = higher value; max dye-equivalent concentration, M; actives 11% (n = 59,000); AID 590; in the data active = max dye-equivalent concentration above about 10 nM; inconclusive = mostly about 1.1 nM to 9.6 nM
# HEK293 cAMP ctrl = raises cAMP in parental HEK293 cells, TSHR agonist counter-screen. parental HEK293 CNG cAMP sensor, membrane potential fluorescence. Potency, µM (top dose mostly 57.1 µM), for inactives: at the highest dose activation, most hits filed as activators. actives 2.5% (n = 73,000). AID 938; also: potency is read from the fitted curve at half-maximal effect; % of control where 0% means no effect; nearly all actives have a fitted effect of over 55% in size
#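 Counterscreen for endogenous-receptor signalling: CNG-channel HEK 293 cells report cAMP rise by membrane depolarization. After 60 min dye equilibration with 100 uM RO 20-1724, compounds incubated 30 min before bottom-read fluorescence at 590 nm.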
# USP2a inh = USP2a (human) protease inhibition. USP2a enzymatic assay, qHTS inhibition. Potency, µM (highest dose often 38.3 µM), for the others: at the top dose activity change, negative = inhibition, usual class: inhibitors. actives 0.1% (n = 60,000). O75604;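 also: potency is read from the fitted curve at half-maximal effect; nearly all actives have a fitted effect of over 60% in size; plate controls were DMSO for no effect and NEM full inhibition control for full effect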
#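 Coupled readout: USP2-cleaved Ub-PLA2 (20nM final) turns over NBD C6-HPC (20uM final), Ex 460nm/Em 535nm after 2.5 h, time-zero read flagging artifacts. Enzyme (20nM final, pH 8.0 Tris) given 30 min RT with compound first; NEM defines full inhibition.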
# BRCT PPI green = inhibitors of human BRCA1 BRCT-phosphoprotein interaction (green fluorophore). P38398. BRCA1 BRCT-phosphopeptide binding, green fluorescence polarization. Potency, µM (series often up to 76.9 µM), for the others: top-dose activity change, negative = inhibition, most hits filed as inhibitors. actives 0.05% (n = 75,000);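 also: potency is read from the fitted curve at half-maximal effect; plate controls were peptide without protein for full effect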
#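 Compounds were incubated for 12 min at room temperature with a complex of 100 nM fluorescein-tagged pBACH1 decapeptide and 250 nM His-tagged BRCT protein. Buffer was phosphate pH 7.3 with EDTA, DTT and Tween 20. Disruption of binding lowers the polarization signal.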
# Casp1 inh = allosteric or competitive inhibitors of human caspase-1 | Potency, µM (doses to about 57.5 µM), for the others: at the top dose activity change, negative = inhibition, usual class: inhibitors | actives 0.03% (n = 75,000) | P29466 | Caspase-1 enzyme, Ac-WEHD-AFC fluorogenic rate | AID 900;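 also: potency is read from the fitted curve at half-maximal effect; plate controls were vehicle for no effect and no substrate for full effect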
# Target sequence (P29466 120-297 limits assumed): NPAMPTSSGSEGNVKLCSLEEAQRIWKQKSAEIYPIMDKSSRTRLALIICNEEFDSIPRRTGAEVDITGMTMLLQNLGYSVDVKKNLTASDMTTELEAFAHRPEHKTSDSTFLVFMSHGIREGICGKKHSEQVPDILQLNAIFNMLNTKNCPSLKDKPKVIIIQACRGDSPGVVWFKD
# Target sequence (P29466 317-404 limits assumed): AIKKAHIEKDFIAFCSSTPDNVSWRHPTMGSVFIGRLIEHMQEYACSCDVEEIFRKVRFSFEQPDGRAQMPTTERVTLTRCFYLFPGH
# Active calls of the source: *; i = inactive; ? = inconclusive; . = no result given; [ ] = remark or other dose. Unless noted, calls follow the shape of the dose curve; as a rule, active = well fitted curve in the direction sought with a large enough effect; inconclusive = small, poorly fitted or top-dose-only effect, or another doubt; inactive = no such curve, though single readings can be large; an effect the other way counts as inactive or inconclusive.
SMILES,CRE Fsk mod,Luciferase inh,Casp7 inh,Tau fil binding,BRCT PPI red,ERK AVP inh,A350 fluor,HEK293 cAMP ctrl,USP2a inh,BRCT PPI green,Casp1 inh
COc1ccc(NC(=O)CSc2nc3ccccc3c(=O)n2CCNC(C)=O)c(OC)c1,?,1.1%,0.5%,-5.3%,-0.9%,2.9%,?,8.4%,17.4%,-1.9%,0.6%
CC1CC(C)CN(CCCNC(=O)Cn2ncc3c(=O)oc4ccccc4c32)C1 (stereo unspecified),8.1%,2.6%,-0.9%,-0.1%,-0.4%,9.4%,.,-1.7%,.,-1.6%,-2.4%
Cc1cccc(OCc2nnc(SCc3nc4cc(C(F)(F)F)ccc4c(=O)[nH]3)o2)c1,?,-0.6%,-0.9%,-16.8%,-0.7%,-8.4%,?,2.4%,33.5%[activator],3.9%,3.4%
c1ccc(-c2cccc(N3CC4(CCNCC4)C3)c2)cc1,5.6%,-0.5%[11.4 µM],1.6%,24.6%,-1.8%,5.2%,i,25.6%,109.3%[activator],-5.7%,-4.3%
CO[C@@H](C(C)C)[C@@H](C)[C@@H]1OC(=O)C[C@@H]1O,.,1.7%[11.4 µM],-0.6%[11.5 µM],.,-0.2%[15.4 µM],-18.6%[11.5 µM],.,0.6%[11.4 µM],.,-1.4%[15.4 µM],-9.4%[11.5 µM]
Cc1cccc(N2CCN(C(=O)CS(=O)(=O)Cc3nc(-c4ccccc4F)oc3C)CC2C)c1 (stereo unspecified),?,3.4%,-5.1%,-1.2%,0.0%,?,.,?,.,-0.2%,-1.2%
Cc1nc(CC(=O)N2CCN(S(=O)(=O)c3ccccc3C#N)CC2)cs1,-2.9%,-3.3%,2.3%,-6.8%,-1.4%,-25.9%,i,4.3%,3.0%,-0.2%,0.9%
CC(C)CO/N=C1/C[C@@H](O)[C@@H](O)[C@@H]2[C@@H]3C(=O)N(Cc4ccccc4)C(=O)[C@H]3CC[C@H]12,.,2.6%[11.4 µM],0.0%[11.5 µM],.,-1.2%[15.4 µM],13.4%[11.5 µM],.,?,.,-0.8%[15.4 µM],-0.9%[11.5 µM]
CN(C)CCNS(=O)(=O)N(C)C,22.1%[7.6 µM],0.8%[11.4 µM],1.0%[11.5 µM],0.3%[11.4 µM],-1.2%[15.4 µM],1.2%[11.5 µM],i,9.3%[11.4 µM],.,0.6%[15.4 µM],0.3%[11.5 µM]
Cn1c(=O)n(C)c2cc(/C=N/n3cnnc3)ccc21,15.9%,-0.9%,2.8%,0.8%,-3.3%,8.6%,1.29e-08M*,1.4%,-3.2%,-2.7%,-0.6%
Cc1ccc(-n2c(SCC(=O)NCc3ccco3)nnc2-c2cccnc2)c(C)c1,?,0.6%,-2.2%,14.9%,-0.5%,-3.8%,i,4.0%,35.2%[activator],-0.9%,-4.2%
COc1ccc(OC)c(NC(=O)CSc2nc3cccnc3n2C)c1,?,0.7%,0.6%,-2.4%,-0.1%,20µM*,i,?,-1.0%,0.2%,-0.9%
CCCCC(=O)Nc1cccc(-c2cn3ccsc3n2)c1,5.4%,12.6µM*,0.0%,-1.7%,0.0%,15.1%,i,2.8%,13.2%,0.2%,0.4%
CN=C(NC#N)NCCSC[C@H]1N=CN=C1C,-0.1%[17.1 µM],5.3%[25.5 µM],1.1%[25.7 µM],-0.3%[25.6 µM],-1.6%[34.4 µM],0.7%[25.7 µM],i,?,-8.9%[17.1 µM],-2.3%[34.4 µM],1.5%[25.7 µM]
CC(c1ccccc1)C1C(C#N)=C(N)OC2=C1C(=O)CC(C)(C)C2 (stereo unspecified),0.2%,0.3%,-0.7%,11.7%,0.7%,-11.3%,.,?,5.8%,-1.1%,-0.5%
Clc1ccccc1-c1nc(NC2CCNCC2)c2ccccc2n1,2.3%,2.4%[2.29 µM],-11.9%,-18.7%,0.6%,-11.3%,i,-4.6%,4.4%,-2.4%,-8.4%
O=C(CN1C(=O)C2CC=CCC2C1=O)NC1=NCCS1 (stereo unspecified),-6.6%,1.0%,-1.5%,8.4%,0.6%,0.3%,i,13.3%,-7.2%,-2.4%,-2.7%
O=C(NCN1CCCCC1)c1cccnc1,8.8%,1.9%,6.1%,0.1%,0.1%,4.6%,i,0.5%,-8.8%,-0.7%,3.1%
CC(C)COc1ccc(-c2nnn(CC(=O)N3CCCC3)n2)cc1,2.4%,?,0.1%,-15.3%,-0.7%,2.2%,i,23.0%,.,-0.6%,-0.6%
CCOc1cccc(C(=O)Nc2cccc(-c3nnc(-c4ccccc4)o3)c2)c1,?,-27.1%,-0.1%,i[11.4 µM],-0.8%,?,.,1.7%[11.4 µM],12.5%[7.66 µM],1.6%,-0.7%
CCCn1c(C)nc2c(NCCOC)nc(C)nc21,?,.,0.0%,-1.7%,0.3%,-5.1%,.,4.4%,.,-1.2%,-1.8%
COc1ccccc1NC(=O)CCc1nc(-c2cccs2)no1,-16.6%,-3.2%,1.5%,0.5%,1.3%,7.6%,i,15.6%,4.3%,0.4%,0.8%
CN(C)c1ccc(CN(C(=O)COc2ccc(Br)cc2)C2CCS(=O)(=O)C2)cc1 (stereo unspecified),15.8%,-2.1%,-1.7%,-29.7%,-0.8%,?,i,1.7%,30.2%[activator],-0.9%,-1.9%
CC(C)CNC(=O)c1ccccc1NC(=O)CN(c1ccc2c(c1)OCCO2)S(C)(=O)=O,?,2.7%,0.3%,6.1%,1.5%,-20.6%,i,12.7%,18.1%,-1.0%,1.0%
Cc1ccc(-n2ncc3c(=O)n(CC(=O)NC4CCCC4)cnc32)cc1C,-5.9%,0.2%,-0.9%,6.6%,1.3%,2.3%,i,1.6%,1.1%,-1.7%,1.5%
CCOC(=O)c1cnc2c(C)c(Cl)ccc2c1N1CCOCC1,?,-0.4%,-1.9%,-9.3%,-0.3%,-12.8%,.,-0.8%,.,-0.7%,0.5%
CCCN1Cc2cccc(C(=O)Nc3ccc4c(c3)OCO4)c2C1=O,?,-2.2%,-2.1%,-3.1%,-1.0%,16.5%,?,?,42.3%[activator],-0.6%,-4.3%
CCSc1nnc(C)c2ccccc12,.,.,-1.9%,.,1.0%,.,.,19.6%,.,-0.7%,-0.2%
O=C(c1c[nH]c2ccc(S(=O)(=O)N3CCOCC3)cc2c1=O)N1CCCC1,-20.7%,0.6%,0.8%,8.1%,0.4%,14.2%,8.84e-08M*,-1.0%,4.0%,-1.9%,-0.4%
Cc1noc(C)c1CSc1nc2ccccc2n1CCc1ccccc1,4.6%,2.1%,-1.8%,18.0%,-0.2%,-3.1%,i,?,-1.4%,1.8%,-1.6%
Clc1ccc2nc(-c3ccccc3)[nH]c2c1,.,.,2.0%,.,-4.3%,25.1µM*,.,.,.,-1.4%,1.2%
Cc1c(Cl)cccc1NC(=O)CCN1CCCCC1,-4.4%,4.2%,-2.2%,-9.9%,-1.5%,8.3%,.,13.0%,4.6%,-2.0%,-1.0%
COC(=O)c1cn(C(=O)c2ccccc2F)nc1N,-14.7%,-1.7%,-0.6%,-9.6%,-0.9%,4.5%,i,4.2%,0.6%,0.3%,-1.0%
CCCCNc1nc(C)nc2c1nc(C)n2CCC,10µM*,.,0.0%,-3.0%,0.0%,-11.8%,.,22.8%,.,-3.4%,-2.2%
COc1cccc(-c2cc(C(=O)Nc3cccc(O)c3)no2)c1,?,3.16µM*,-1.0%,48.0%,-2.5%,22.5%,i,26.6%,-0.1%,-4.5%,-1.6%
O=C(C1CCN(S(=O)(=O)c2cccnc2)CC1)N1CCN(C2CCCC2)CC1,?,2.1%,-0.3%,-4.2%,-1.0%,8.6%,i,8.3%,1.5%,-1.4%,3.9%
COc1ccc(C2=NOC(C(=O)NCC(C)C)C2)cc1 (stereo unspecified),-12.3%,-2.9%,-1.5%,6.3%,0.9%,5.1%,i,26.9%,2.2%,-2.6%,1.9%
Cc1cc(S(=O)(=O)NCCCN2CCOCC2)ccc1F,-7.4%,0.6%,0.8%,-2.3%,1.4%,17.9%,i,7.9%,4.3%,-1.4%,-0.8%
COc1cccc(-n2c(SCC(=O)O)nnc2-c2cccnc2)c1,-7.8%,0.9%,-2.7%,0.9%,-0.1%,-13.0%,?,-5.8%,-9.8%,0.5%,0.1%
CCCc1ccc(OCC(O)CN2CCN(c3ccccc3)CC2)cc1 (stereo unspecified),?,2.1%,-10.1%,1.9%,2.5%,11.5%,?,21.8%,3.6%,-4.0%,-10.7%
COC(=O)[C@@H]1C[C@@H]2CC[C@@H](O)C[C@@H]2N1Cc1ccc(OC)cc1,.,.,0.3%,.,0.7%,4.5%,.,.,.,0.3%,8.1%
C=CCn1c(SCC(=O)C(C)(C)C)nnc1-c1cccs1,0.1%,-12.2%,-0.3%,7.0%,0.7%,7.7%,i,26.3%,4.2%,0.5%,-1.6%
